# GPR151 activ: activators of human GPR151 | PathHunter beta-arrestin GPR151 cells, luminescence | Q8TDV0 | activation, % at 11.2 µM | 650,000 tested, 1% active; in the data active = activation above about 4.9%;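 note: 0% = median of compound wells and 100% = cells with positive control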
# Target sequence (Q8TDV0 whole entry, looked up): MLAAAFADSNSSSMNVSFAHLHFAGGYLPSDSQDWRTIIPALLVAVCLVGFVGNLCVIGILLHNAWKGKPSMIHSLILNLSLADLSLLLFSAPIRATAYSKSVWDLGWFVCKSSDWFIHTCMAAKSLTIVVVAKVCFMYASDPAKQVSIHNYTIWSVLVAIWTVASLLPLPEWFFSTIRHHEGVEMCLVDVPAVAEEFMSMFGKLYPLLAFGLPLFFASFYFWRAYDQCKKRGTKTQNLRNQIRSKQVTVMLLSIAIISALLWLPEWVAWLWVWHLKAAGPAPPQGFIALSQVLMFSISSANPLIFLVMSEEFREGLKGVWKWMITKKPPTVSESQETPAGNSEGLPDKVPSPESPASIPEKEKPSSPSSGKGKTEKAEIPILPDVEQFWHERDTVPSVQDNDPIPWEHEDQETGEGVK
# MITF inh: human MITF inhibition, primary screen | O75030 | AlphaScreen MITF homodimerization, bead proximity signal | inhibition, % at 2.6 µM | 650,000 tested, 0.91% active | AID 1259374; in the data active = inhibition above about 50%;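 note: 0% = vehicle wells with protein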
# Target sequence (O75030 whole entry, looked up): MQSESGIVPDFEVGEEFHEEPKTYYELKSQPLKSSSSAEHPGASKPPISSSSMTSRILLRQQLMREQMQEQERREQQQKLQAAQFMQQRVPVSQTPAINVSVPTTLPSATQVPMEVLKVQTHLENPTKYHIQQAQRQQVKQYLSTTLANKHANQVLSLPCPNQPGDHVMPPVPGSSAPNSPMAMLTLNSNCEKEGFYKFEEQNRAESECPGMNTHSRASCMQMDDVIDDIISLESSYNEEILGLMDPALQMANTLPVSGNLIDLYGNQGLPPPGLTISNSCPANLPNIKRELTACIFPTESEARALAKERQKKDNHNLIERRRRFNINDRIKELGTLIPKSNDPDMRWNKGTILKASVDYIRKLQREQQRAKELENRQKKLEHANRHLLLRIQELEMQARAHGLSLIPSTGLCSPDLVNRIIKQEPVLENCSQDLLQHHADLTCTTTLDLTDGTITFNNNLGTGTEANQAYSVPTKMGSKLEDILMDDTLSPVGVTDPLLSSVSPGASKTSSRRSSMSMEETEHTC
# FBW7 act: activators of human E3 ligase FBW7 | AID 1259310 | normalized activity (activation), % at 26.1 µM | 650,000 tested, 0.13% active | Q969H0 | AlphaScreen FBW7–phospho-cyclin E peptide binding, activator screen; in the data active = normalized activity above about 1.9%;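 note: purified mutant Fbw7 with reduced substrate affinity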
# TEAD-YAP block: TEAD-YAP interaction inhibition. 640,000 tested, 1.4% active. inhibition, % at 9.12 µM. HEK-TIYL cells, TEAD-Gal4/YAP UAS-luciferase luminescence; in the data active = inhibition above about 32%;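 note: 0% = median of test compound wells and 100% = reference inhibitor wells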
# Active calls of the source: *; · = not tested or not shown.
nr	Molecule	GPR151 activ	MITF inh
1	Nc1c(C(=O)NCc2ccco2)sc2nc3cc4c(cc3cc12)OCCO4	-4.7	14
2	CCOc1cccc2cc(C(N)=O)c(=Nc3ccc(Cl)cc3)oc12	-0.4	4
3	Cc1cc2cc(NS(=O)(=O)c3ccccc3S(C)(=O)=O)ccc2[nH]1	2.6	5
4	O=C(N/N=C/c1ccc[nH]1)c1cc(Cl)ccc1O	-0.9	3
5	N#Cc1ccc(NC(=O)Cn2nnc(-c3ccc(F)cc3)n2)cc1	0.0	0
6	CC(C)(C)c1ncn(-c2ccc(Nc3nccc(-c4cccc(F)n4)n3)cc2)n1	-0.9	-4
7	N#Cc1ccc(C(=O)NNC(=O)c2ccncc2)cc1	-1.1	-4
8	COC(=O)c1ccc(C2Nc3ccc4ncccc4c3C3=C2C(=O)CCC3)cc1OC (stereo not given)	-0.9	6

nr	FBW7 act	TEAD-YAP block
1	-0.1	13
2	0.2	-1
3	0.2	-4
4	-0.1	-20
5	-0.1	1
6	-0.2	-2
7	0.6	-11
8	0.8	59*

# The list continues:
nr	Molecule	GPR151 activ	MITF inh
9	CS(=O)(=O)N(CC(=O)N1CCc2ccccc2C1)Cc1ccc(Cl)cc1	-1.0	-2
10	CCCC(=O)N1c2ccc(C)cc2C(=C2SC(C(=O)OC)=C(C(=O)OC)S2)C(=S)C1(C)C	0.9	5
11	COc1cc(C(=O)N2N=C(c3ccccc3)CC2c2ccccc2)cc(OC)c1OC (stereo not given)	0.2	-1
12	O=C(COc1ccccc1Cl)Nc1c[nH]c(=O)[nH]c1=O	-0.9	14
13	O=C(CCc1ccc(O)c(O)c1)N[C@@H](CC(=O)OCc1ccccc1)C(=O)OCc1ccccc1	2.5	-22
14	CCCCc1nc(NCCN2CCOCC2)c(C#N)c2c1COC(C)(C)C2	-0.8	5
15	CC1(C)CC(=O)C2=C(C1)Nc1cc(C(=O)c3ccccc3)ccc1NC2c1ccccc1Cl (stereo not given)	0.6	4
16	COc1ccc(NC(=O)c2ccc(N)cc2)cc1	-0.6	15

nr	FBW7 act	TEAD-YAP block
9	-0.6	-11
10	-0.1	11
11	-0.2	53*
12	0.2	2
13	·	·
14	0.0	-15
15	0.0	5
16	0.1	14

# (continued)
nr	Molecule	GPR151 activ	MITF inh
17	CSC(Nc1ccc(F)c(C)c1)=C(C#N)C#N	-1.0	3
18	CCN(CC(=O)Nc1ccc(OC)cc1)C(=O)c1ccc2c(c1)NC(=O)CS2	0.8	3
19	O=C(c1ccc(Cl)cc1)c1ccc(N2CCOCC2)c([N+](=O)[O-])c1	2.4	7
20	COc1ccc(OCC(=O)Nc2ccccc2I)cc1	1.4	2
21	CCOC(=O)c1c(C)[nH]c(C)c1C(=O)CSc1ncnc2sc(C)c(C)c12	-1.5	-3
22	CCn1nc(C)c(NC(=O)c2cc(Br)ccc2Cl)c1C	0.5	-25
23	COc1cc(/C=N/NC(=O)c2ccc[n+]([O-])c2)cc(OC)c1OC	-1.1	1
24	c1nc(N2CCCCC2)c2cn[nH]c2n1	-0.2	11

nr	FBW7 act	TEAD-YAP block
17	0.7	31
18	-0.1	8
19	-0.3	7
20	0.3	-45
21	-0.1	-8
22	0.1	4
23	-0.1	-4
24	-0.1	7

# Further records.
nr	Molecule	GPR151 activ	MITF inh
25	COc1ccccc1NC1SC(=O)N(c2ccc(C)cc2)C1=O (stereo not given)	0.1	-4
26	OCCC1CN(Cc2cccn2-c2ccc(Cl)cn2)CCN1C1CCCC1 (stereo not given)	0.2	6
27	Cc1nn(-c2ccccc2)c(C)c1NC(=O)CSc1nnc(NC2CCCCC2)s1	0.0	2
28	N#CC1=C(SCC(=O)Nc2ccc(Br)cc2)NC(=O)CC1c1ccc(Cl)cc1 (stereo not given)	-0.1	12
29	Cc1ccc(OCc2nc(-c3ccc(F)cc3)no2)c([N+](=O)[O-])n1	-1.0	18
30	Cc1nnsc1C(=O)N1CCOc2ccc(CN3CCCCC3CO)cc2C1 (stereo not given)	0.4	-2
31	Cc1cc(=O)oc2cc(OC(=O)c3cccc([N+](=O)[O-])c3)ccc12	1.2	2
32	COc1cc(/C=c2/sc3nc4ccccc4n3c2=O)ccc1O	-0.9	-16

nr	FBW7 act	TEAD-YAP block
25	-0.1	4
26	-0.1	8
27	-0.2	-9
28	-0.1	7
29	0.1	-62
30	0.1	14
31	0.0	4
32	0.0	-12

# Further results follow:
nr	Molecule	GPR151 activ	MITF inh
33	COc1ccccc1NC(=O)Cn1cnc2sc(C(=O)N3CCN(C)CC3)c(C)c2c1=O	1.4	25
34	Cc1ccc(C(=O)NCC(=O)NCC(=O)OCC(=O)c2ccc(Cl)cc2)cc1	0.4	6
35	COC(=O)c1cccc(NC(=O)COc2ccccc2C(C)(C)C)c1	-0.7	5
36	CCCc1ccc(OCCNC(=O)C2CCCN2S(=O)(=O)c2ccc3ccccc3c2)cc1 (stereo not given)	0.2	2
37	COc1ccc2c(c1)cc(C)c1nn(CCN3CCCCC3)c(=O)n12	0.8	0
38	COc1cc(NC(=S)Nc2ccccn2)c(OC)cc1Cl	-1.2	-1
39	CCOC(=O)c1ccccc1NC(=O)CN(c1ccc(C)c(Cl)c1)S(C)(=O)=O	1.3	-8
40	Cc1ccc(-c2csc3ncn(-n4c(C)ccc4C)c(=O)c23)cc1	-0.6	-272

nr	FBW7 act	TEAD-YAP block
33	0.2	5
34	0.7	-6
35	0.1	-16
36	-0.2	-3
37	-0.2	0
38	-0.1	-2
39	0.1	-1
40	-0.1	10

# (further entries)
nr	Molecule	GPR151 activ	MITF inh
41	CCOC(=O)c1ccc(N2N=C(C(F)(F)F)/C(=C/c3ccc(N4CCOCC4)cc3)C2=O)cc1	-1.2	-1
42	COc1ccc2nc(C)cc(Nc3ccccc3OC)c2c1	-0.9	19
43	Cc1sc2nc(C)n(C3CCN(C(=O)c4ccc5c(c4)nc(C)n5C)CC3)c(=O)c2c1C	-0.7	-9
44	O=C(CNS(=O)(=O)c1ccc(Cl)cc1)Nc1cccc(Cl)c1	-1.2	7
45	Cc1ccc(-c2cc(-c3ccco3)c(C#N)c(SCC(=O)Nc3cc(C)ccc3C)n2)cc1	-0.8	-6
46	CCOC(=O)Cc1csc(NC(=O)c2ccc(C)cc2)n1	1.4	0
47	C[C@H]1C(=O)N2CCN(Cc3ccccc3Cl)C[C@@H]2C(=O)N1C	-1.4	7
48	COCCOC(=O)C1=C(C)NC(=S)NC1c1cc(Br)ccc1OC (stereo not given)	-0.9	4

nr	FBW7 act	TEAD-YAP block
41	0.1	-12
42	0.7	17
43	-0.1	-26
44	-0.2	1
45	0.0	1
46	-0.1	-3
47	-0.2	7
48	0.0	14

# (list continues)
nr	Molecule	GPR151 activ	MITF inh
49	Cc1nnc(SCC(=O)Nc2ccc(S(=O)(=O)N3CCOCC3)cc2)[nH]c1=O	-2.9	14
50	CCNC(=O)[C@@H]1C[C@@H](NCc2ccc(C(=O)OC)cc2)CN1Cc1cccc(Cl)c1	-0.3	-1
51	CC(COc1ccccc1)NCCO (stereo not given)	0.2	2
52	CC(=O)c1cccc(Nc2nc(Nc3ccc(C)cc3)nc(N3CCOCC3)n2)c1	-2.9	14
53	CC1=C(C(=O)Nc2nc3ccccc3s2)C(c2cccnc2)C2=C(CC(C)(C)CC2=O)N1 (stereo not given)	0.5	11
54	O=C(Nc1ccc([N+](=O)[O-])cc1Br)C1CC(=O)N(c2ccc(F)cc2)C1 (stereo not given)	-0.6	-1
55	COCCCNC(=O)/C(=C/c1ccc(OC)cc1)NC(=O)c1ccc(C)cc1	3.0	2
56	COc1ccc(CCNc2nc(-c3ccc(N4CCN(C)CC4)cc3)nc3c2ncn3C2CCCCC2)cc1	-1.0	-7

nr	FBW7 act	TEAD-YAP block
49	0.3	0
50	0.1	3
51	0.1	11
52	0.2	2
53	1.2	3
54	-0.1	6
55	0.1	2
56	0.2	0

# Single records, from the list above. Values in the order: GPR151 activ, MITF inh, FBW7 act, TEAD-YAP block
# Profile of COc1ccc(CCNc2nc(-c3ccc(N4CCN(C)CC4)cc3)nc3c2ncn3C2CCCCC2)cc1 → -1.0, -7, 0.2, 0
# Profile of CC(=O)c1cccc(Nc2nc(Nc3ccc(C)cc3)nc(N3CCOCC3)n2)c1 → -2.9, 14, 0.2, 2
# Profile of CC1=C(C(=O)Nc2nc3ccccc3s2)C(c2cccnc2)C2=C(CC(C)(C)CC2=O)N1 (stereo not given) → 0.5, 11, 1.2, 3
# Profile of CC(COc1ccccc1)NCCO (stereo not given) → 0.2, 2, 0.1, 11

# Next part:
nr	Molecule	GPR151 activ	MITF inh
57	COCc1ccc([C@@H]2C[C@H]3CN(Cc4cccc(Cl)c4)C(=O)[C@]34CCCN24)o1	-0.2	5
58	CN1CCN(/C=N/c2c(C#N)cnn2-c2ccccc2)CC1	0.0	4
59	COc1cc(NC(=S)N2CCN(c3ccccn3)CC2)cc(OC)c1	11*	-2
60	CCSCCOC(=O)C1=C(C)NC(=O)NC1c1ccccc1Br (stereo not given)	0.4	-2
61	O=C(Oc1ccc(C(=S)N2CCCCC2)cc1)c1ccc([N+](=O)[O-])cc1	-0.6	10
62	Cc1ccc(-c2cc(C(F)(F)F)n3ncc(C(=O)NCc4ccccc4Cl)c3n2)cc1	0.6	8
63	OCCNc1ncnc2c1cnn2-c1ccccc1	2.4	17
64	Cc1ccc(CN2CCC3(CC2)CC3C(=O)N2CCN(Cc3ccccc3)CC2)s1 (stereo not given)	-0.8	-9

nr	FBW7 act	TEAD-YAP block
57	-0.1	-3
58	0.0	3
59	-0.4	-6
60	0.0	6
61	0.1	-4
62	0.0	2
63	0.0	-28
64	-0.1	5

# (next part)
nr	Molecule	GPR151 activ	MITF inh
65	O=C(COc1ccc(Cl)cc1)N(Cc1ccccc1F)C1CCS(=O)(=O)C1 (stereo not given)	0.8	-2
66	CCOC(=O)COc1ccc2c(-c3cc4ccccc4oc3=O)cc(=O)oc2c1	-0.4	11
67	CC(=O)N1CCC(N(CCCN2CCOCC2)C(=S)Nc2ccc(C)cc2)CC1	4.5	13
68	COc1ccc(C(=O)N2CCCCO2)cc1OC1CCN(C(C)=O)CC1	0.3	3
69	CN1C[C@@H]2C[C@@H](c3cnn(-c4ccccc4)c3)N3CCC[C@@]23C1=O	1.0	3
70	CCC/C(O)=C1\C(=O)CC(C)(C)CC1=NCc1ccccc1	2.5	11
71	Cc1ccc(NC(=O)Nc2ccccc2SCC(N)=O)cc1Cl	-0.4	-9
72	Cc1ccc(/C=N/NC(=O)CNc2cccc3ccccc23)c(O)c1	-0.5	14

nr	FBW7 act	TEAD-YAP block
65	0.0	2
66	0.2	0
67	-0.1	-4
68	0.0	-9
69	0.3	3
70	0.0	7
71	-0.1	-6
72	-0.1	5

# Going on with the list:
nr	Molecule	GPR151 activ	MITF inh
73	CCn1c(SCC(=O)Nc2ccc(C(C)=O)cc2)nnc1C1CC1	-0.9	9
74	CCOC(=O)CSc1nc(N)c(C#N)c(-c2ccc(OCC)cc2)c1C#N	0.8	-5
75	COC(=O)c1cc(C)sc1NC(=O)C1CC(=O)NN1Cc1ccccc1 (stereo not given)	-1.9	5
76	CN(Cc1ccccc1)S(=O)(=O)c1cccnc1	-0.7	-5
77	CC1=C(C(=O)OCC2CCCO2)C(c2cc3c(cc2Br)OCO3)NC(=O)N1 (stereo not given)	0.1	3
78	Cn1c(=O)n(-c2ccc(S(N)(=O)=O)cc2)c(=O)n1C	-1.6	-2
79	COC(=O)c1ccc(/C=c2/sc3nc(=O)c(Cc4ccc(F)cc4)nn3c2=O)cc1	-1.0	22
80	NC(=O)C1CCN(Cc2ccc([N+](=O)[O-])cc2)CC1	-0.3	-4

nr	FBW7 act	TEAD-YAP block
73	-0.2	0
74	-0.1	-26
75	-0.3	1
76	-0.2	-12
77	0.0	16
78	0.2	-3
79	0.2	-4
80	-0.2	-12

# More entries
nr	Molecule	GPR151 activ	MITF inh
81	CCCn1c(C)cn2c3c(=O)n(Cc4ccc(Br)cc4)c(=O)n(C)c3nc12	-0.8	12
82	FC(F)(F)c1cc(NC2CCCC2)n2ncnc2n1	-1.4	-6
83	O=C(Cn1cnc2c(nnn2-c2cccc(F)c2)c1=O)N1CCN(c2ccccc2)CC1	0.0	-2
84	COC(=O)CSc1nc2c(c(-c3ccsc3)c1C#N)CC/C2=C\c1ccccc1	0.5	16
85	O=C1c2ccccc2C(Nc2ccc(F)c(Cl)c2)N1c1cccnc1 (stereo not given)	-1.4	2
86	O=C1CC[C@@H]2CN(Cc3cccs3)CC[C@@H]2N1Cc1ccccc1	-0.8	-12
87	CSc1cccc(NC(=O)c2c(Cl)cnn2C)c1	-1.1	-3
88	CN1CCN(c2ccc(S(=O)(=O)N3CCOCC3)cc2)CC1	-0.7	-13

nr	FBW7 act	TEAD-YAP block
81	0.9	-1
82	-0.3	-2
83	0.2	11
84	0.4	-4
85	-0.3	10
86	-0.1	4
87	-0.1	-7
88	-0.1	-4

# Further results
nr	Molecule	GPR151 activ	MITF inh
89	Cc1ccc(NC(=O)/C=C2\SC(=O)NC2=O)cc1	0.6	10
90	CCOc1ccc(Nc2c(-c3ccc(Cl)cc3)c(=O)c2=O)cc1	1.4	0
91	O=C(N1N=C(c2ccccc2)CC1c1ccccc1)C(F)(F)F (stereo not given)	-0.5	6
92	O=c1[nH]nc(SCc2nc3ccccc3c(=O)[nH]2)c(=O)[nH]1	-0.6	4
93	Cc1cccc(NS(=O)(=O)c2cccc3nsnc23)c1	0.5	5
94	CCNc1c([N+](=O)[O-])c(=O)oc2ccccc12	1.0	-8
95	O=c1[nH]c(N2CCCC2)nc2c1CN(Cc1cc(F)ccc1F)CC2	0.0	5

nr	FBW7 act	TEAD-YAP block
89	0.6	0
90	0.0	-1
91	0.2	-19
92	0.4	6
93	-0.1	3
94	0.1	7
95	0.1	4

# This is a random part of the collection. Share with any hit: about 3.4%.
